# Screening results: PubChem BioAssay, several laboratories
# TCR CD3 inh: human TCR-CD3 binding inhibition; AID 651800; hit rate 0.37% among 360,000; inhibition, % at 9.4 µM; TAMRA-labeled TCR probe fluorescence, biochemical; in the data active = inhibition above about 19%;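 note: recombinant mutant TCR 2C K166C tagged with TAMRA read by polarization; 0% = receptor in buffer alone and 100% = receptor with positive control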
# mABHD4 FP: inhibits mouse alpha/beta hydrolase domain 4; purified mABHD4, FP-Rh probe fluorescence polarization; hit rate 0.54% among 370,000; inhibition, % at 8.92 µM; Q8VD66;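 active = inhibition exceeding the mean over every tested compound plus 3 SD, cut at about 30% in these data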;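 note: 0% = plate median of compound wells and 100% = S159A mutant with DMSO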
#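 assay system = mABHD4 protein | compound dosing = single nominal dose of 8.92 µM, 0.89% DMSO final | read-out basis = percent inhibition of probe binding, normalized to plate controls | schedule = Enzyme–compound pre-incubation 45 min, then probe 60 min, both 25 °C | detection = fluorescence polarization, excitation 525 nm, emission 598 nm, BODIPY TMR filters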
# rCAG RNA binder: r(CAG) repeat RNA binding; TO-PRO-1 dye displacement fluorescence; inhibition, % at 3 µM; hit rate 1.3% among 370,000; AID 651821;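 active = inhibition above the plate cutoff, the mean of all test compounds on that plate plus 3 SD, cut at about 35% in these data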;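 note: 0% = DMSO alone and 100% = 100 µM mitoxantrone as full dye displacement; higher means more dye released from RNA so lower well fluorescence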
# NPR2 activator: GC-B (human) receptor activation; HEK293-GC-B cells, CNP EC30, cGMP TR-FRET; 0% at EC30 CNP, 100% saturating CNP; activation, % at 10 µM; hit rate 0.11% among 370,000;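 active = activation at 10 µM reaching about 35% in either raw or pattern-adjusted values, limit read from the data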
# MBD2 inh: blocks human MBD2 binding to methylated DNA; inhibition, % at 4.4 µM; TR-FRET, MBD2 binding to methylated oligonucleotide; AID 686964; Q9UBB5; hit rate 0.31% among 370,000; in the data active = inhibition above about 13%
# PRMT1 FP inh: blocks human protein arginine methyltransferase 1. Q99873. recombinant PRMT1, activity-based probe fluorescence polarization. inhibition, % at 2.79 µM. hit rate 1.3% among 370,000;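 active = inhibition above about 21% made by adding two undisclosed values, limit read from the data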
# Target sequence (Q99873 whole entry, looked up): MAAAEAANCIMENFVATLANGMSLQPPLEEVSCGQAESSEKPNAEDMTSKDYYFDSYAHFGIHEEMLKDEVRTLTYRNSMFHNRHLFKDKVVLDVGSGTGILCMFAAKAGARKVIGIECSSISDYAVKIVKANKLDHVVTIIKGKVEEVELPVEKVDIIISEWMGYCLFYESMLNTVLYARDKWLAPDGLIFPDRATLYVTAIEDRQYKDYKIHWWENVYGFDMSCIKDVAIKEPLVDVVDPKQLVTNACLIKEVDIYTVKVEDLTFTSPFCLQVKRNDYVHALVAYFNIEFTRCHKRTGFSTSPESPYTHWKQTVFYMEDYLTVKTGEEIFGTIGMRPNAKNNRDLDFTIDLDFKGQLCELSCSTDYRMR
# UHRF1 MBD2 ctr: blocks human UHRF1 binding to methylated DNA. hit rate 0.75% among 370,000. AID 687016. Q96T88. inhibition, % at 4.4 µM. UHRF1 binding to methylated oligo, TR-FRET; in the data active = inhibition above about 21%;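 note: UHRF1 SRA domain binding a hemimethylated CpG hairpin DNA probe; 0% = median of test compound wells and 100% = reference inhibitor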
# HTRA1 inhibitor: blocks human HTRA1 serine peptidase. Q92743. recombinant HTRA1, FP-rhodamine activity-based probe, fluorescence polarization. inhibition, % at 5.96 µM. hit rate 0.5% among 340,000. AID 504803; in the data active = inhibition above about 36%;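 note: 0% = enzyme with DMSO and 100% = wells lacking enzyme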
# SIAE inh: human SIAE inhibition, primary screen. Q9HAT2. SIAE FP-Rh probe binding, fluorescence polarization. inhibition, % at 9.66 µM. hit rate 0.69% among 370,000. AID 1053197;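 active = inhibition above a cutoff: mean of compounds within the control limits plus 3 SD of those, cut at about 17% in these data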;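 note: 0% = plate median of compound wells and 100% = probe without SIAE protein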
# Target sequence (Q9HAT2 whole entry, looked up): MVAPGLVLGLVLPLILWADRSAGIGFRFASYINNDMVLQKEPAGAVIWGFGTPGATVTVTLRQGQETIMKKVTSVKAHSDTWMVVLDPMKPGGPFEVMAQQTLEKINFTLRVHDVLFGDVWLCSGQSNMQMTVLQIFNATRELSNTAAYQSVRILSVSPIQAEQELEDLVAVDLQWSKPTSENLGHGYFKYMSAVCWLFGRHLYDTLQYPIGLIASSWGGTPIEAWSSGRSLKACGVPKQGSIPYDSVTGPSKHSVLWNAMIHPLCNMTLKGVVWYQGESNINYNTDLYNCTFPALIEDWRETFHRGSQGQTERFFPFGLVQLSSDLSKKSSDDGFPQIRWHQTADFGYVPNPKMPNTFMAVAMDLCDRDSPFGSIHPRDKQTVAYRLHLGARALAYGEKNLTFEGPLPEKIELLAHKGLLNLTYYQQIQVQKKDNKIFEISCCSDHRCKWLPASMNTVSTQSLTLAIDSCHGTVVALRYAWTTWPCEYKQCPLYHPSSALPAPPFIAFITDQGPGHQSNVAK
# NPR1 activator: GC-A (human) enzyme activation; HEK293 GC-A cells, cGMP TR-FRET, EC30 ANP; 0% at EC30 ANP, 100% saturating ANP; hit rate 0.14% among 370,000; P16066; activation, % at 10 µM; in the data active = activation above about 40%
# Active calls of the source: *; nt = not tested or not shown. An excerpt; the hit share may differ from the screen's.
(1) Cc1onc(-c2ccccc2Cl)c1C(=O)Nc1cnn(Cc2ccccc2)c1
(2) Cc1cccc(N2CCN(C(=O)CNC(=O)C3CCCCC3)CC2)c1C
(3) O=[N+]([O-])C(=C1Nc2ccccc2N1)/C(Cl)=C(/Cl)Br
(4) Cc1nc(CCNC(=O)CC2C(=O)NCCN2Cc2ccc(F)cc2)sc1C (stereo not given)
(5) Cc1ccc(NC(=O)COC(=O)/C=C/c2cccs2)c(C)c1
(6) COc1ccc(NC(=O)COc2ccccc2C#N)c(S(=O)(=O)N2CCCCC2)c1
compound no.,1,2,3,4,5,6
TCR CD3 inh,-5,-11,5,8,3,1
mABHD4 FP,-3,14,9,-11,-4,-15
rCAG RNA binder,3,-7,3,-4,-5,2
NPR2 activator,7,-2,6,4,0,0
MBD2 inh,1,0,0,-3,-1,-8
PRMT1 FP inh,-4,5,1,2,-2,-2
UHRF1 MBD2 ctr,2,3,-4,0,1,2
HTRA1 inhibitor,2,3,1,14,-5,-16
SIAE inh,-4,-2,10,1,0,-3
NPR1 activator,-5,0,2,0,1,-2

(7) CCOC(=O)C1(Cc2cccc(Cl)c2)CCCN(C2CCN(C(C)=O)CC2)C1 (stereo not given)
(8) COc1ccc(Nc2ccc(N3C(=O)CC(C)C3=O)cc2[N+](=O)[O-])cn1 (stereo not given)
(9) Cc1cc(C)c(-c2cc(NC(=O)CSc3n[nH]c(N)n3)n(-c3ccccc3)n2)cc1C
(10) O=C(CCNS(=O)(=O)c1ccc2ccccc2c1)NCCOc1ccccc1
(11) CCOC(=O)c1c(C)[nH]c(C(=O)NCCc2ccc(OC)c(OC)c2)c1C
(12) O=C(Nc1ccccc1C(=O)O)c1cc(S(=O)(=O)N2CCCCC2)c(Cl)cc1Cl
compound no.,7,8,9,10,11,12
TCR CD3 inh,2,1,-2,-3,3,-4
mABHD4 FP,-10,1,-11,-3,1,-20
rCAG RNA binder,-10,-7,10,-1,-3,70*
NPR2 activator,-2,3,-2,-1,0,7
MBD2 inh,-1,-10,2,-1,-5,0
PRMT1 FP inh,2,4,0,0,-2,-2
UHRF1 MBD2 ctr,-1,-5,0,1,-2,2
HTRA1 inhibitor,-7,2,-16,-8,-4,-11
SIAE inh,-5,-7,-3,0,22*,6
NPR1 activator,-1,-3,-3,-1,4,-3

(13) CC1CCC(C(C)C)C(OCC(O)CN2CCN(Cc3ccccc3)CC2)C1 (stereo not given)
(14) CN1CCN(C(CNC(=O)C(=O)NC2CCCC2)c2ccc(F)cc2)CC1 (stereo not given)
(15) Cc1ccc(N2CCN(c3cc(C)nc4nc(C)nn34)CC2)c(C)c1
(16) CCC1=NN2C(=N)/C(=C\c3ccc(OCCOc4ccc(NC(C)=O)cc4)c(OC)c3)C(=O)N=C2S1
(17) CCC(C(=O)NCCc1ccc(C)cc1)n1nc(C)c2c(C)n(-c3ccccc3)nc2c1=O (stereo not given)
(18) CN(C)Cc1c(C(C)(C)O)[nH]c2ccccc12
compound no.,13,14,15,16,17,18
TCR CD3 inh,3,3,-3,-2,-2,-1
mABHD4 FP,6,-1,-1,-1,-3,9
rCAG RNA binder,-10,-18,-1,17,-9,1
NPR2 activator,-1,2,-2,2,0,3
MBD2 inh,-4,-5,1,-4,3,9
PRMT1 FP inh,0,-2,4,-2,-1,6
UHRF1 MBD2 ctr,2,0,1,-1,-2,-2
HTRA1 inhibitor,-2,5,-1,-1,-6,nt
SIAE inh,5,4,6,2,5,12
NPR1 activator,-2,3,-3,0,-5,-4

(19) Cc1ccc(N2C(=O)NC(C(F)(F)F)(C(F)(F)F)C3=C2CC(C)(C)CC3=O)cc1
(20) Cc1cccc(NC(=O)Nc2cc(C)cc(C)n2)c1
(21) CCCCn1c(N)c(N(CC(C)C)C(=O)C2=NN(c3ccccc3)C(=O)CC2)c(=O)[nH]c1=O
(22) O=C(Nc1ccccc1N1CCOCC1)c1cc(Cl)c2c(c1)OCO2
(23) COc1ccc(CC(N)c2csc(NC(=O)c3cccc(OC(F)(F)F)c3)n2)cc1 (stereo not given)
(24) CCOC(=O)C1(c2ccccc2)NC(c2ccccc2C)C2C(=O)N(c3ccc4c(c3)OCO4)C(=O)C21 (stereo not given)
compound no.,19,20,21,22,23,24
TCR CD3 inh,-4,0,-5,-7,0,9
mABHD4 FP,7,4,4,-3,8,-5
rCAG RNA binder,-9,1,6,5,11,1
NPR2 activator,4,-7,1,3,-2,-4
MBD2 inh,2,0,-3,0,-2,-3
PRMT1 FP inh,-3,-2,-2,-1,-3,1
UHRF1 MBD2 ctr,1,2,1,0,-2,-1
HTRA1 inhibitor,-2,-3,0,-8,nt,-6
SIAE inh,-2,4,0,-2,-9,8
NPR1 activator,1,0,-1,3,-1,-1

# Grouped by structure: those above containing sulfur (8)
(4) Cc1nc(CCNC(=O)CC2C(=O)NCCN2Cc2ccc(F)cc2)sc1C (stereo not given)
(5) Cc1ccc(NC(=O)COC(=O)/C=C/c2cccs2)c(C)c1
(6) COc1ccc(NC(=O)COc2ccccc2C#N)c(S(=O)(=O)N2CCCCC2)c1
(9) Cc1cc(C)c(-c2cc(NC(=O)CSc3n[nH]c(N)n3)n(-c3ccccc3)n2)cc1C
(10) O=C(CCNS(=O)(=O)c1ccc2ccccc2c1)NCCOc1ccccc1
(12) O=C(Nc1ccccc1C(=O)O)c1cc(S(=O)(=O)N2CCCCC2)c(Cl)cc1Cl
(16) CCC1=NN2C(=N)/C(=C\c3ccc(OCCOc4ccc(NC(C)=O)cc4)c(OC)c3)C(=O)N=C2S1
(23) COc1ccc(CC(N)c2csc(NC(=O)c3cccc(OC(F)(F)F)c3)n2)cc1 (stereo not given)
compound no.,4,5,6,9,10,12,16,23
TCR CD3 inh,8,3,1,-2,-3,-4,-2,0
mABHD4 FP,-11,-4,-15,-11,-3,-20,-1,8
rCAG RNA binder,-4,-5,2,10,-1,70*,17,11
NPR2 activator,4,0,0,-2,-1,7,2,-2
MBD2 inh,-3,-1,-8,2,-1,0,-4,-2
PRMT1 FP inh,2,-2,-2,0,0,-2,-2,-3
UHRF1 MBD2 ctr,0,1,2,0,1,2,-1,-2
HTRA1 inhibitor,14,-5,-16,-16,-8,-11,-1,nt
SIAE inh,1,0,-3,-3,0,6,2,-9
NPR1 activator,0,1,-2,-3,-1,-3,0,-1

# Remaining list, next part
(25) COc1cc(/C=N\Nc2nncn2N)ccc1OC(C)=O
(26) COc1ccc(OC)c(C2=NOC(C(=O)Nc3cc(C)on3)C2)c1 (stereo not given)
(27) Cc1ccc(S(=O)(=O)N2CCOCC2)cc1C(=O)NC1CCCCCC1
(28) O=C(c1ccc(CS(=O)(=O)c2c(Cl)cccc2Cl)o1)N1CCCC1
(29) COc1ccccc1C1C2=C(CC(C)(C)CC2=O)Nc2nnnn21 (stereo not given)
(30) Cc1nc2sccn2c(=O)c1S(=O)(=O)NC(C)c1ccccc1 (stereo not given)
compound no.,25,26,27,28,29,30
TCR CD3 inh,-4,-5,4,5,4,-6
mABHD4 FP,6,0,7,1,-2,1
rCAG RNA binder,-3,0,-4,1,1,1
NPR2 activator,4,-5,1,4,-1,3
MBD2 inh,2,6,-5,0,-1,2
PRMT1 FP inh,0,1,-2,-8,2,-1
UHRF1 MBD2 ctr,8,1,-3,0,5,3
HTRA1 inhibitor,-17,1,10,-3,2,-6
SIAE inh,2,6,3,1,1,0
NPR1 activator,-4,2,3,-1,-3,5

(31) COc1ccc(NC(=O)C2CCC(CNC(=O)[C@@H]3Cc4ccccc4CN3)CC2)cc1 (stereo not given in full)
(32) Cc1ccc(NC(=S)NNC(=O)CSc2nnc(-c3ccc(C)cc3)n2C2CCCCC2)cc1
(33) COc1ccc(CCN(Cc2cccs2)S(=O)(=O)c2ccc(S(=O)(=O)N3CCC(C)CC3)cc2)cc1OC
(34) CCCc1oc2c(c(=O)c1CC)C(=O)CC(C)(C)C2
(35) COc1ccc(CC(=O)Nc2nc(-c3ccncc3)cs2)cc1
(36) CC(=O)c1ccc(NS(=O)(=O)c2ccc(N)cc2)cc1
compound no.,31,32,33,34,35,36
TCR CD3 inh,-6,nt,3,2,2,1
mABHD4 FP,1,18,2,-6,-2,-1
rCAG RNA binder,-8,34,0,-5,2,3
NPR2 activator,3,0,2,1,4,7
MBD2 inh,3,-6,-2,-6,-1,2
PRMT1 FP inh,2,-2,-1,-5,-2,-1
UHRF1 MBD2 ctr,3,-5,0,-2,0,0
HTRA1 inhibitor,-5,nt,2,3,-4,-1
SIAE inh,3,1,8,-3,3,15
NPR1 activator,5,3,0,3,-2,0

(37) CCOC(=O)C1CCCN(C(=O)c2cc3nc(-c4ccc5c(c4)OCO5)cc(C(F)(F)F)n3n2)C1 (stereo not given)
(38) COc1ccc2c(CC(=O)OCC(=O)NC(N)=O)coc2c1
(39) O=C(NC1CCCC1)N1CCC(c2nc3ccc(Cl)cc3[nH]2)CC1
(40) COc1ccccc1C1=CN(Cc2ccccc2)CCC1=O
(41) CN(C)S(=O)(=O)c1ccc(C(=O)Nc2cc(S(=O)(=O)Nc3ccccc3Cl)ccc2N2CCCCC2)cc1
(42) COCCNC(=O)c1snc2ccc(Cl)cc12
(43) O=C(O)c1cc(-c2ccc(Cl)cc2)n[nH]1
(44) O=S(=O)(c1ccc(Cl)s1)N1CCN(CCc2ccccc2)CC1
(45) O=C(O)c1cc(Br)ccn1
compound no.,37,38,39,40,41,42,43,44,45
TCR CD3 inh,7,3,nt,0,3,5,1,2,-1
mABHD4 FP,4,1,-4,-9,1,-2,0,3,-1
rCAG RNA binder,0,0,3,4,24,-3,3,-3,-1
NPR2 activator,37*,-3,-8,-2,-3,1,1,1,1
MBD2 inh,3,-3,-2,6,-7,0,3,-3,3
PRMT1 FP inh,1,0,-2,4,5,3,1,-4,-2
UHRF1 MBD2 ctr,0,-2,-4,4,0,-2,0,-2,1
HTRA1 inhibitor,-7,6,nt,-10,-29,-4,3,-15,5
SIAE inh,-5,-2,0,-3,-13,0,2,2,3
NPR1 activator,33,1,-9,-1,-6,3,1,1,2
